Assay outcomes as filed in PubChem.
TbHK1 inh: Trypanosoma brucei hexokinase 1 inhibitors, primary screen, biochemical, G6PDH-coupled NADH absorbance, MLSCN library. recombinant TbHK1, G6PDH-coupled NADH A340. hexokinase 1 [Trypanosoma brucei]. hit rate 0.11% among 220,000. inhibition, % at 10 µM. AID 1430, 2008;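 active = inhibition of 50% or more in the single-dose primary screen; inactive = inhibition below 50%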
TNF necrop inh: inhibitors of TNF-alpha triggered necroptosis, primary screen, cell-based, Jurkat FADD-/-, single concentration. hit rate 0.068% among 220,000. AID 463075, 2010. activation (protection from cell death), % at 10 µM. Jurkat FADD-/- TNF necroptosis rescue, ATP luminescence, 24 h; 0 = TNF only, 100 = no-TNF cells;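 active = activation, meaning protection from cell death, of at least 50% relative to plate controls; inactive = activation below 50%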;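 also: necroptosis triggered by 40 ng/mL TNF-alpha added together with compound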
PPC-1+TRAIL kill: compounds killing PPC-1 cancer cells with TRAIL present, primary screen, TRAIL potentiator project, ATPLite luminescence, uHTS; PPC-1 cells + TRAIL, ATPLite viability luminescence; cell killing (% activity), % at 4 µM; hit rate 0.41% among 220,000;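 active = cell killing above 50% in the first pass at 4 µM, then a duplicate retest at 5 µM averaging 50% or more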;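 also: plate controls were cells with TRAIL plus DMSO for no effect and medium-only wells lacking cells for full effect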
CHOP inh: inhibitors of CHOP promoter induction, primary screen, cell-based, unfolded protein response, luciferase reporter | CHO-K1 CHOP-promoter luciferase, tunicamycin-induced, 15-18 h | inhibition, % at 10 µM | hit rate 3.8% among 220,000;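 active = compounds that reduced the stress-induced luciferase reporter signal by more than about 70% of percent inhibition, limit read from the data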;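 also: 0% = tunicamycin plus vehicle and 100% = wells without tunicamycin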
FXIa inh 1536: human FXIa protease inhibitors, primary screen, biochemical, 1536-well; purified FXIa, Boc-Glu-Ala-Arg-AMC fluorogenic substrate; hit rate 0.14% among 220,000; inhibition, % at 5 µM; Coagulation factor XI (Homo sapiens), P03951;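 active = inhibition of at least 40%; inactive = inhibition below 40%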;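 also: fluorescence of freed AMC excited at 355 nm; 0% = enzyme without compound and 100% = no enzyme blank; many of its hits are not listed in these tables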
zVAD death inh: inhibitors of zVAD-triggered necroptosis, primary screen, L929 cells | viability rescue, % at 10 µM | AID 1377, 2008 | L929 zVAD necroptosis rescue, ATP luminescence, 24 h; with zVAD 60 µM | hit rate 0.38% among 220,000;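 active = activation, scaled between plate controls, above about 75%, limit read from the data; inactive = activation under that limit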;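 also: 0% = zVAD with DMSO and 100% = DMSO alone without zVAD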
FXIIa inh: human FXIIa protease inhibitors, primary screen, biochemical, 1536-well | hit rate 0.3% among 220,000 | inhibition, % at 5 µM | Coagulation factor XII (Homo sapiens), P00748 | purified FXIIa, Boc-QGR-AMC fluorogenic substrate, 2 h; in the data active = inhibition above about 40%;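 also: 0% = enzyme with no compound and 100% = blank without enzyme; many of its hits are not listed in these tables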
Wee1 stabilizer: Wee1 degradation inhibitors, primary screen, cell-based, HeLa, Wee1K328M-luciferase, luminescence; reporter increase, % at 5 µM; Wee1-like protein kinase (Homo sapiens), P30291; HeLa Luc-Wee1K328M stability; 100% = proteasome inhibitor MG132 effect; hit rate 1.2% among 220,000; AID 1321, 2008;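 active = activation above the mean of all tested compounds plus 3 SD, set per screening run, cut at about 8.8% in these data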;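 also: cells exposed to compound for 20 h before luminescence read; 0% = DMSO alone and 100% = MG132 at 30 µM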
Target sequence (P30291 whole entry K328M): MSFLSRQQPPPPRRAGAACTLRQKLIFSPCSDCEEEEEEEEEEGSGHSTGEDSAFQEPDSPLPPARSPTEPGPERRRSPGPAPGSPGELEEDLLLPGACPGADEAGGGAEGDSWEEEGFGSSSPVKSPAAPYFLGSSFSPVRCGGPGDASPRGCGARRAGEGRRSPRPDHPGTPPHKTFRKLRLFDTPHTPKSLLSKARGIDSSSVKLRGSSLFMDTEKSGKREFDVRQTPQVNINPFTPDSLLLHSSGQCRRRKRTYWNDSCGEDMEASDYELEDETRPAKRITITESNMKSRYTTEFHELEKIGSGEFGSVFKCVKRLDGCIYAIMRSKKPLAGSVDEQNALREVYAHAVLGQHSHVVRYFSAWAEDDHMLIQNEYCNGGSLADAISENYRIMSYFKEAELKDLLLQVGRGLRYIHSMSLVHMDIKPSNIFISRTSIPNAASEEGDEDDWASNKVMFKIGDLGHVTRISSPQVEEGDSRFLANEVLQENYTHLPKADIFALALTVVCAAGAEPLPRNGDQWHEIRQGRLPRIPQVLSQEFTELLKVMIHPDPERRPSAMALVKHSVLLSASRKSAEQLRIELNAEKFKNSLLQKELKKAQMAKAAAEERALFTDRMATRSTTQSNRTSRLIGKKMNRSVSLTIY
EP2 antag: human EP2 receptor antagonists, primary screen, TR-FRET cAMP, C6 glioma cells; C6 glioma cells expressing human EP2; cells stimulated with saturating PGE2; Prostaglandin E2 receptor EP2 subtype (Homo sapiens), P43116; hit rate 0.52% among 260,000; inhibition, % at 25 µM; AID 1422, 2008;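 active = percent inhibition above 40 after rounding to a whole number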;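 also: rat C6 glioma host cells with rolipram phosphodiesterase inhibitor present; the protocol text gives 20 µM as final concentration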
Target sequence (P43116 whole entry, looked up): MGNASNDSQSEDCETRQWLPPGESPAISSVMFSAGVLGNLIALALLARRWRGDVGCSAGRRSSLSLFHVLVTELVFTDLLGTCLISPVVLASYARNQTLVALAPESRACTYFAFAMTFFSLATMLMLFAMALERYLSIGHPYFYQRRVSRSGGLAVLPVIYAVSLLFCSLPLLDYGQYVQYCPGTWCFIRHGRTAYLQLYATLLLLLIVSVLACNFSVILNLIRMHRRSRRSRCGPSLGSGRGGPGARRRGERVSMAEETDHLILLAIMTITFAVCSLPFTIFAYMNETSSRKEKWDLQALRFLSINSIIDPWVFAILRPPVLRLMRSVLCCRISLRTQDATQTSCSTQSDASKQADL
The depositor's hits bear a star; nt = not tested or not shown; & = joins results of further samples. Some of the compounds tested; rates above refer to the full screens.

Below each compound: TbHK1 inh, TNF necrop inh, PPC-1+TRAIL kill, CHOP inh, FXIa inh 1536, zVAD death inh, FXIIa inh, Wee1 stabilizer, EP2 antag
- CCOc1ccc(NC(=O)CC2C(=O)N(C)C(=S)N2Cc2ccc3c(c2)OCO3)cc1 (stereo not given)
 : 3, -4.4, -9, -1, 3, 1.2, 10, -1, 6
- Cc1sc2ncn(CC(=O)OC(C)C)c(=O)c2c1C
 : -3, 15, -17, 6, 7, 0.6, 15, -3, 2
- COc1ccc(Cc2nnc(N/N=C/c3ccc(Br)cc3)[nH]c2=O)cc1OC
 : -55, 0.8, -7, -15, -4, 0.5, 3, 2, 6
- COc1ccccc1NC(=O)C12CCC(C)(C(=O)C1)C2(C)C (stereo not given)
 : -17, -1.1, 6, 16, -5, 2.9, 8, 1, 17
- CN1C(C(=O)NCc2cccc(C(F)(F)F)c2)CC2Cn3c(nc4cc(Cl)c(Cl)cc43)C21 (stereo not given)
 : -11, 3.6, 7, 0, -4, 1.1, -2, nt, 11
- CC(=O)c1cc(CC=C(C)C)c(O)cc1O
 : -34, -0.4, 6, 49, 4, -0.2, 16, -2, 7
- COC(=O)CCC(=O)Nc1ccc(S(=O)(=O)N2CCCCCC2)cc1
 : 2, 1.0, 1, -3, -2, -0.4, 10, -3, 1
- CCc1ccc(NC2=NC(C(=O)NC3CCCCC3)CC(=O)N2)cc1 (stereo not given)
 : 4, 0.2, 9, -7, 6, -0.4, 17, -2, 0
- Cc1cc(C)c(NC(=O)CSc2nnc(SCC(=O)Nc3c(C)cc(C)cc3C)n2N)c(C)c1
 : 1, -1.0, 13, -4, 16, 0.7, 29, -1, 13
- CCCOc1ccc(-c2nc(C#N)c(N3CCN(CC)CC3)o2)cc1
 : -22, -1.3, -2, 50, 0, 0.1, 4, -1, 14
- COc1ccnc(Oc2ccc(F)cc2)c1-c1ncn[nH]1
 : 4, 0.2, -18, -22, -2, 0.8, 7, -1, 5
- O=C1CCc2cc(S(=O)(=O)N3CCC(C(=O)NC4CCCCCCC4)CC3)ccc2N1
 : 3, 0.9, 9, 37, 7, 1.1, 18, 0, 15
- CC1=NC(C)(C)Cc2ccccc21
 : 2, -0.9, 12, -1, -8, 0.0, -8, -2, 7
- C/C=C/c1ccc(OCCCCOc2ccccc2F)c(OC)c1
 : 17, 1.4, 2, 34, -1, 1.2, 5, -1, 7
- Cc1cc(Cl)ccc1OC(C)C(=O)NCCCCc1ccccc1 (stereo not given)
 : -1, 0.8, 7, 57, 10, 1.1, 19, -1, 4
- O=C(O)/C=C/C(=O)NC1CCCCCCCCCCC1
 : 4, 0.0, 3, -4, 0, 0.5, 3, -1, 3
- CC(C)C1=Nc2cccc3cccc(c23)N1
 : -12, -4.2, 22, -4, 2, 0.4, 8, -3, nt
- O=C1CSC(c2ccc(Cl)cc2Cl)N1c1ccccn1 (stereo not given)
 : 13, 1.0, 9, 8, -1, 0.4, 1, 0, 5
- CCCCN(Cc1cc2cc(OC)ccc2[nH]c1=O)C(=O)COc1ccccc1
 : 0, -1.7, nt, nt, nt, 0.1, nt, 3, 16
- O=C(Nc1ccccc1)N1CCC(=S)Nc2ccccc21
 : -2, 1.3, -6, 42, 7, 0.7, 9, 0, 9
- O=C(c1cc2cccc([N+](=O)[O-])c2oc1=O)N1CCOCC1
 : -25, 3.7, 11, -2, -1, -0.8, 5, 1, 5
- COC(=O)c1ccc(CO/N=C/c2ccc(OC)cc2)o1
 : -1, 0.3, -16, -1, -2, 2.8, 3, 8, 16
- O=S(=O)(NN=C1CCCCC1)c1ccccc1
 : -4, 1.9, nt, 12, -2, 0.9, 7, -2, 7
- Cn1c(=O)[nH]c(=O)c2c1nc(N/N=C/c1ccncc1)n2Cc1ccc(Cl)cc1
 : -10, 0.8, 20, -4, 4, 0.5, 7, -4, 9
- CCOC(=O)N1CCN(C(=O)CN(Cc2ccccc2)S(C)(=O)=O)CC1
 : -7, -1.5, 5, -8, -1, -0.2, 7, 0, 2
- CC[C@@H](C)[C@@H](C(=O)N1CCN(C(=O)OC(C)(C)C)CC1)n1cc(CCC(=O)O)nn1
 : -4, 1.7, 19, -8, 0, -0.4, 6, nt, 7
- N#Cc1ccc(S(=O)(=O)Nc2ccc3ccccc3n2)cc1
 : -29, 0.6, 0, -2, -1, 0.9, 9, -1, 8
- CN(C)CCCN(C(=O)/C=C/c1cccs1)c1nc2ccc(F)cc2s1
 : -28, -15, 6, -19, 2, 16, 8, -1, 8
- N#CCCN(Cc1cccnc1)S(=O)(=O)c1ccc(S(=O)(=O)N2CCCCCC2)cc1
 : 0, -3.1, -7, 11, -7, 0.0, -10, -2, 4
- Cc1ccc2cc(CN(Cc3ccco3)C(=O)c3ccccc3)c(=O)[nH]c2c1C
 : -1, -2.6, -11, 13, 8, 0.5, 7, 4, 3&9
- Cc1c(C(=O)O)c(C(=O)O)c2n1CCS2
 : 1, -0.1, 18, -10, -8, -0.4, 8, 1, 2
- CCSc1nnc(NC(=O)C2CCCN(S(=O)(=O)c3cnc[nH]3)C2)s1 (stereo not given)
 : -1, -0.1, 27, 4, 4, 1.5, 16, -2, 11
- Cc1cc(-c2nn(-c3ccccc3F)cc2CN2CCC(C(N)=O)CC2)c(C)s1
 : -2, 6.8, 10, 7, 2, -0.5, 6, -3, 6
- CCOC(=O)C1=C(C)N=C(SC)N(C)C1c1ccccc1 (stereo not given)
 : -12, -1.3, 11, 0, 3, 1.4, 20, -3, 9
- O=C(Cc1ccc(F)cc1)NC1CCSC1=O (stereo not given)
 : -4, 2.3, 3, 10, 0, 1.5, 9, -2, 10
- CCOc1ccc(C(CC(=O)O)NC(=O)C23CC4CC(CC(C4)C2)C3)cc1OC (stereo not given)
 : -5, 0.6, 19, 0, -5, 1.3, -2, 0, 8
- O=C(NNC(=O)c1ccccc1Cl)c1ccccc1Cl
 : -10, 0.3, 27, -25, -2, -0.5, 2, 2, 8
- CCOC(=O)c1cc(C)nc(N2CCCCC2)c1C#N
 : -3, -2.5, 4, 23, 1, -0.6, 6, 0, 15
- CCCC(C1=C(O)CC(C)(C)CC1=O)C1C(=O)CC(C)(C)CC1=O (stereo not given)
 : 0, 0.5, 7, 11, 8, 0.2, 16, -1, 10
- COc1cc(CCCN2C(=S)NC[C@@H]2CC2CCCCC2)cc(OC)c1OC
 : -16, 0.8, 12, 10, -1, -0.4, 3, nt, 9

Molecules listed so far that contain a cyano group (4):
Below each compound: TbHK1 inh, TNF necrop inh, PPC-1+TRAIL kill, CHOP inh, FXIa inh 1536, zVAD death inh, FXIIa inh, Wee1 stabilizer, EP2 antag
- CCCOc1ccc(-c2nc(C#N)c(N3CCN(CC)CC3)o2)cc1
 : -22, -1.3, -2, 50, 0, 0.1, 4, -1, 14
- N#Cc1ccc(S(=O)(=O)Nc2ccc3ccccc3n2)cc1
 : -29, 0.6, 0, -2, -1, 0.9, 9, -1, 8
- N#CCCN(Cc1cccnc1)S(=O)(=O)c1ccc(S(=O)(=O)N2CCCCCC2)cc1
 : 0, -3.1, -7, 11, -7, 0.0, -10, -2, 4
- CCOC(=O)c1cc(C)nc(N2CCCCC2)c1C#N
 : -3, -2.5, 4, 23, 1, -0.6, 6, 0, 15

(list continues)
| mol | TbHK1 inh | TNF necrop inh | PPC-1+TRAIL kill | CHOP inh | FXIa inh 1536 | zVAD death inh | FXIIa inh | Wee1 stabilizer | EP2 antag |
| --- | --- | --- | --- | --- | --- | --- | --- | --- | --- |
| COc1ccc(CCNc2cc(N3CCN(C(=O)c4ccc(C)cc4)CC3)ccc2[N+](=O)[O-])cc1OC | -7 | -20 | 40 | 79* | 14 | 0.1 | 19 | -4 | 5 |
| COc1ccc(O)c(CNc2ccccc2F)c1 | 0 | 4.8 | 12 | -5 | -6 | 6.7 | -1 | 4 | 4 |
| S=c1[nH]nc(-c2cccs2)n1/N=C/c1cccs1 | -9 | -0.7 | -12 | 22 | 2 | 4.4 | 11 | -2 | 1 |
| COc1ccc(C(=O)N2CC(=O)N(CCc3ccccc3)C(=O)C2)cc1OC | -1 | -14 | -3 | -14 | 6 | 0.2 | 17 | 3 | 4 |
| O=C(Cc1ccccc1)NNC1CC(=O)N(c2ccc(Br)cc2)C1=O (stereo not given) | -3 | 1.6 | 7 | 17 | -1 | 0.5 | 5 | 1 | 6 |
| COc1ccccc1/C=C(/C(=O)OCC(=O)Nc1ccccc1C)c1ccccc1 | -6 | 0.9 | 21 | 45 | -7 | 0.1 | 4 | 3 | 13 |
| CC1=C(C#N)C(NC(=O)c2ccccc2Cl)(C(F)(F)F)C(=O)N1 (stereo not given) | 1 | 3.3 | 15 | 6 | 6 | 0.5 | 9 | 1 | 9 |
| CC1Cc2nc(SCC(=O)NCc3ccco3)n(-c3ccccc3)c(=O)c2S1 (stereo not given) | -8 | 1.9 | 21 | 8 | 1 | -0.3 | 10 | 1 | 11 |
| COc1ccc(C(=O)Oc2ccc(C(=S)N3CCCC3)cc2)cc1OC | 33 | 1.3 | -5 | 93* | 5 | 0.3 | 5 | 1 | 7 |
| CC(=O)NC(Cc1cc(C)ccc1C)C(=O)N1CCN(C(=O)Nc2ccc(C(C)=O)cc2)CC1 (stereo not given) | -5 | -0.2 | 17 | 16 | -4 | 0.0 | -7 | -1 | 9 |

3 structures out of the list, sorted by SMILES length, descending.
| mol | TbHK1 inh | TNF necrop inh | PPC-1+TRAIL kill | CHOP inh | FXIa inh 1536 | zVAD death inh | FXIIa inh | Wee1 stabilizer | EP2 antag |
| --- | --- | --- | --- | --- | --- | --- | --- | --- | --- |
| CCCCN(Cc1cc2cc(OC)ccc2[nH]c1=O)C(=O)COc1ccccc1 | 0 | -1.7 | nt | nt | nt | 0.1 | nt | 3 | 16 |
| COC(=O)CCC(=O)Nc1ccc(S(=O)(=O)N2CCCCCC2)cc1 | 2 | 1.0 | 1 | -3 | -2 | -0.4 | 10 | -3 | 1 |
| Cc1sc2ncn(CC(=O)OC(C)C)c(=O)c2c1C | -3 | 15 | -17 | 6 | 7 | 0.6 | 15 | -3 | 2 |
